Screening data deposited in PubChem by PCMD.
Yeast tox – Compounds toxic to wild-type S. cerevisiae growth | A595 turbidity, 16 h | growth inhibition, % at 25 µM (by protocol) | hit rate 0.3% among 30,000;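 active means mutant and wild-type yeast strains alike exhibit over 30% growth inhibition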;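 further: 0% = untreated cell controls and 100% = YPD media blanks without cells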
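Incubation: 16 h growth with compound, 30 °C; Material: S. cerevisiae wild-type or eIF2Bepsilon-R284H mutant strain; Signal: turbidity measured as absorbance at 595 nm; Medium: YPD yeast growth medium; Measure: growth inhibition (%) versus cell controls and blanks; Doses: 25 µM single dose.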
Yeast eIF2B – modulators of yeast eIF2B activity; S. cerevisiae eIF2B-epsilon R284H, GCN4-lacZ luminescence; inhibition, % at 25 µM (by protocol); hit rate 0.91% among 27,000; AID 688;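 active means mutant luminescence inhibited past about 50% while wild type luminescence and mutant growth stay under set limits, limit read from the data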; further: some compounds called inactive have numbers as strong as hits
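Assay system: yeast eIF2B-epsilon R284H mutant carrying GCN4–beta-galactosidase fusion / Buffer or medium: YPD / Incubation: 16 h growth with compound at 30 °C, 90 min Beta-Glo step / Detection: Beta-Glo luminescence after Z-buffer lysis, growth by 595 nm absorbance / Read-out: % inhibition of reporter signal and growth versus controls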
Yeast tox inhibition % – second read-out of Yeast tox, no call of its own (marks repeat the call); growth inhibition, %; S. cerevisiae eIF2Bepsilon-R284H mutant growth, A595 turbidity, 16 h;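 each compound tested once at 25 µM; 0% equals untreated cells and 100% equals cell-free medium blanks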
Yeast eIF2B mutant toxicity – also measured in Yeast eIF2B; calls as there; growth inhibition, %; measured here: mutant yeast growth, toxicity;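 each compound tested once at 25 µM; zero equals untreated control growth and 100 equals blank medium absorbance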
Numbers without * were called inactive; . = not tested or not shown; & = joins results of further samples. These rows are one share of the data; the hit share may differ from the screen's.

Values run as follows: Yeast eIF2B, Yeast tox, Yeast tox inhibition %, Yeast eIF2B mutant toxicity
CCC1Oc2ccc(C)cc2N(CC(=O)N(Cc2ccc(C)o2)C2CCCC2)C1=O (stereo not drawn)
  27, -20, 18, 18
CCN(C(=O)c1cc2cc(OC)ccc2oc1=O)c1cccc(C)c1
  ., 30, 3, .
CC1(C)CC(=O)C(CCC(=O)c2ccccc2)C(C)(C)N1 (stereo not drawn)
  5, 9, 10, 10
Cc1cc(C)cc(NS(=O)(=O)c2ccc3oc(=O)ccc3c2)c1
  -12, 11, 12, 12
CCOC(=O)CSc1nnc(-c2cccnc2)o1
  24, -10, 3, 3
COCCN(C(=O)CNC(=O)c1ccco1)C(C(=O)NC1CCCCC1)c1cccs1 (stereo not drawn)
  1, -7, -13, -13
COc1ccc(NC(=O)CSc2nnc(-c3ccc(C)cc3)n2N)cc1
  6, -26, -26, -26
O=C1C2CC=C(Cl)CC2C(=O)N1CCN1CCOCC1 (stereo not drawn)
  11, 10, 11, 11
COc1ccccc1OCC(=O)O
  2&13, -19&4, 5&11, 5&11
COc1cccc(NC(=O)C2CCN(Cc3cnn(-c4ccccc4)c3-n3cccc3)CC2)c1
  ., 12, 16, .
CC(C)(C)c1cc(NC(=O)C2CCCO2)no1 (stereo not drawn)
  -20, 14, 13, 13
O=C1CN(c2nnnn2-c2ccccc2)CCN1
  14, 23, 3, 3
CC(C)OCCCN1C(=O)c2[nH]nc(-c3ccccc3O)c2C1c1cccc(Cl)c1 (stereo not drawn)
  19, 5, 7, 7
CCOC(=O)C1=C(c2ccccc2)Nc2ncnn2C1c1cccc(OC)c1OC (stereo not drawn)
  ., -15, -19, .
COc1ccc(C2SCC(=O)N2CCCN(C)C)cc1 (stereo not drawn)
  17, 3, 26, 26
CC(CO)N1CCS(=O)(=O)CC1 (stereo not drawn)
  18, 23, 15, 15
CCOC(=O)C1=C(C)OC(N)=C(C#N)C1c1cc2ccccc2nc1N1CCCCC1 (stereo not drawn)
  20, 15, -14, -14
CCOC(=O)c1cn2cccnc2n1
  22, 7, 6, 6
CC(=O)c1nc(N2C(=O)C3CC=C(C)CC3C2=O)sc1C (stereo not drawn)
  38, 0, 10, 10
Cc1nc2ccccc2n1C1CC(=O)N(Cc2ccccc2)C1=O (stereo not drawn)
  20, 5, 25, 25
CCc1cc2c(cc3c(=O)n(CC(=O)N4CCN(c5ccccn5)CC4)nc(CC)n32)s1
  12, 1, 6, 6
COc1ccc(N=C2SC(C(=O)O)CC(=O)N2Cc2ccc(OC)c(OC)c2)cc1 (stereo not drawn)
  6, -18, 4, 4
O=C1CC(NCc2cccs2)C(=O)N1c1ccc(Cl)cc1 (stereo not drawn)
  ., -9, 12, .
O=C(CCN1C(=O)c2ccccc2C1=O)Nc1ccncc1
  -2, -6, -2, -2
CCN1/C(=C/c2ccc3ccccc3[n+]2CC)C=Cc2ccccc21
  28, 0, 17, 17
C=CCN(CC(=O)NCc1ccccc1)C(=O)c1csnn1
  20, -9, -5, -5
CCSc1nnc(N)s1
  14, 2, 16, 16
c1ccc(N2CCN(c3nnc(Cc4cccnc4)c4ccccc34)CC2)nc1
  19, 21, 14, 14
Cc1nnc(C)n1/N=C/c1cccn1C
  5, ., ., .
O=[N+]([O-])c1ccc([C@H](O)[C@H](CO)N=Cc2ccccc2O)cc1
  ., 5, 8, .
CCOc1ccccc1Oc1cn[nH]c1-c1ccc(OC)cc1O
  16, 7, -15, -15
CS(=O)(=O)N1CCC(C(=O)NCCc2ccccc2)CC1
  16, 7, 23, 23
CCOc1ccc(NC(=O)Nc2cc(C)ccc2F)cc1
  ., 15, 20, .
CC(c1ccco1)N(C(=O)C12CC3CC(CC(C)(C3)C1)C2)c1ccccn1 (stereo not drawn)
  -7, 14, -10, -10
CCOC(=O)c1[nH]c2ccc(OCC)cc2c1NC(=O)CN1CCC2(CC1)OCCO2
  18, -5, 10, 10
O=C(Nc1nc2n(n1)C(c1ccccc1)CC(c1ccc(Cl)cc1)N2)c1ccco1 (stereo not drawn)
  12, -1, -10, -10
Cc1ccc(-c2[nH]c(=O)n3ccncc23)s1
  21, 11, 9, 9
O=C(NCc1ccccc1)NC1(C(=O)N2CCN(c3ccccc3)CC2)CCCCC1
  11, -2, 0, .
COc1ccc(Nc2nnc(Cc3ccc(Cl)cc3)c(=O)[nH]2)c(OC)c1
  12, -1, 7, 7
Cc1c(-n2cc(C(=O)O)c(=O)c3cc(F)c(N4CCCC4)c(F)c32)c(=O)n(-c2ccccc2)n1C
  23, -2, -9, -9
CC(C)n1c(-c2ccc(N(C)C)cc2)nc2ccccc21
  18, -3, 11, 11
COC(=O)C1=C(C)N(C2CCCC2)C(=O)C1(NC(C)=O)C(F)(F)F (stereo not drawn)
  22, 2, -5, -5
O=c1cc(N2CCC3(CC2)OCCO3)[nH]c(=O)n1-c1ccc(Br)cc1
  25, 2, -4, -4
CCN(C(=O)COC(=O)c1cc2ccccc2cc1O)C1CCS(=O)(=O)C1 (stereo not drawn)
  15, 7, -5, -5
COc1ccc(C(=O)NCc2cccnc2)cc1S(=O)(=O)N1CCOCC1
  -5, 1, 0, .
Cn1c(CCNC(=O)C(C)(C)C)nc2ccccc21
  ., 18, -4, .
CCOc1ccc(-n2nc3ccc(NC(=O)c4ccc5c(c4)OCCO5)cc3n2)cc1
  27, ., ., .
CCOC(=O)c1ccc(COC(=O)CNC(=O)CNC(=O)c2ccc(OC)cc2)o1
  ., 3, 0, .
CCC(C)(C)NC(=O)C(c1ccncc1)N(Cc1cccs1)C(=O)Cn1nnc2ccccc21 (stereo not drawn)
  17, -9, 5, 5
Cc1ccc(CNc2ncnc3cc(Cl)ccc23)o1
  14, 3, 20, 20
O=c1oc2c(CN3CCCCC3)c(O)ccc2c2c1CCCCC2
  -13, ., ., .
O=C(NCc1ccccn1)c1cc(-n2cnnc2)ccc1Cl
  -17, 2, 0, .
CN1C=C(C(F)(F)F)C=C/C1=C(\C#N)c1nnc2n1CCCCC2
  39, 9, 22, 22
Cc1[nH]nc2c1C(c1ccc(OC(=O)c3ccco3)cc1)C(C#N)=C(N)O2 (stereo not drawn)
  11, -21, -28, -28
O=C(O)C1(NS(=O)(=O)c2ccc(Cl)cc2)CCCCC1
  10, 11, 3, 3
CSc1cccc(NC(=O)CN(C2CCCCC2)S(C)(=O)=O)c1
  17, -9, 0, .
Cc1ccc(C(=O)C2=C(O)C(=O)N(c3ncccn3)C2c2ccc(Cl)cc2)o1 (stereo not drawn)
  30, 8, -12, -12
Cc1cc2c(c(=O)n1CCc1ccccc1)C(c1ccco1)C(C#N)=C(N)O2 (stereo not drawn)
  -11, 10, 5, 5
COc1ccc(NC(C)=O)cc1NC(=O)CSc1nnc(-c2cccnc2)n1C
  8, -38, -15, -15
CCOc1ccc(Nc2nc(C)cc(C)c2C#N)cc1
  -5, 18, -31, -31

Structures above that contain two or more sulfur atoms:
Values run as follows: Yeast eIF2B, Yeast tox, Yeast tox inhibition %, Yeast eIF2B mutant toxicity
CCSc1nnc(N)s1
  14, 2, 16, 16
CSc1cccc(NC(=O)CN(C2CCCCC2)S(C)(=O)=O)c1
  17, -9, 0, .

Next section:
Values run as follows: Yeast eIF2B, Yeast tox, Yeast tox inhibition %, Yeast eIF2B mutant toxicity
Cc1nc2ccccc2n1C1CC(=O)N(N(C)C)C1=O (stereo not drawn)
  15, 16, 19, 19
COC(=O)CN(n1cnnc1)S(=O)(=O)c1ccc(C)cc1
  -8, -1, 0, .
O=C(c1cc(-n2cnnc2)ccc1Cl)N1CCN(c2nc(-c3ccccc3)cs2)CC1
  -20, 5, 0, .
CCOc1ccc(NS(=O)(=O)c2ccc(OCC(=O)N3CCCC3)cc2)cc1
  ., -6, -14, .
COC(=O)C1(c2ccccc2)NC(c2cccs2)C2C(=O)N(C)C(=O)C21 (stereo not drawn)
  13, ., ., .
CC(=O)Nc1ccc(S(=O)(=O)NCc2ccc(C(=O)NC(C)c3ccccc3)cc2)cc1 (stereo not drawn)
  24, 16, 15, 15
CCCS(=O)(=O)N1CCN(C(=O)COc2ccccc2)CC1
  13, 1, 11, 11
COc1ccc(-c2nnn(CC#N)n2)cc1OC
  ., 10, 16, .
Cc1c(-c2ccccc2)oc2nc3c(c(=O)n(C)c(=O)n3C)n12
  ., 4, 0, .
CC1(C)Cc2c(cnn2-c2ccccc2)C(=O)/C1=N\NC(=O)c1ccccc1O
  ., 20, 15, .
CCOC(=O)c1ccc(NC(=O)CSc2nnc(-c3ccncc3)n2C)cc1
  -14, -3, 5, 5
Cc1cc2nc(C)c(Cc3ccccc3)c(=O)n2[nH]1
  3, 8, -9, -9
C=CCn1c(O)c(N=NC(=S)Nc2ccc(OC)cc2)c2ccccc21
  16, 13, 9, 9
C=CCn1c(=O)c2c(C)c(C)sc2n2c(Nc3ccccc3)nnc12
  40, -31, 0, .
CCCN1C2=NCCCN2c2ccccc21
  21, -20, 0, .
COc1ccc(OCCSc2nnc(-c3ccoc3C)n2C)cc1
  12, 8, -14, -14
CCC(C)Oc1nc2ccccc2nc1NS(=O)(=O)c1ccccc1 (stereo not drawn)
  17, -10, 0, .
COc1cc(OC)c2c(C)c(Cl)c(=O)oc2c1
  23, 2, -20, -20
COC(=O)c1ccccc1NC(=O)/C=N/O
  19, 5, 15, 15
O=S(=O)(c1cccc(-c2cn3cccnc3n2)c1)N1CCCCCC1
  18, -11, -14, -14
COc1ccc(OCCC(=O)Nc2cc(C)on2)cc1
  10, -5, -12, -12
CC(C)N(Cc1nc(-c2ccccc2)no1)C(=O)CSc1ccccc1
  29, 7, -10, -10
CCc1c(C(=O)NCc2cnn(C)c2)csc1C
  22, 4, 4, 4
C=CCNC(=O)c1ccc(C)c(Br)c1
  10, 7, 0, .
Cc1n[nH]c(C)c1N1C(=O)c2cccc3c(N4CCCCCC4)ccc(c23)C1=O
  4, -2, 17, 17
Cc1ccc(NC(=O)CCN2C(=O)CSC2=O)c(C)c1
  ., 18, 3, .
COC(=O)CCN(C1CCCCC1)S(=O)(=O)c1ccc(S(=O)(=O)NC2CCCCC2)cc1
  23, 7, -6, -6
O=C(Nc1ccc(OC(=O)c2ccco2)cc1)c1ccco1
  26, -1, 3, 3
CC(C)c1c(O)nc(SCCN2CCOCC2)[nH]c1=O
  7, 3, -5, -5
O=c1c2c(ncn1CCO)nc1n2CCC1
  -25, -6, 19, 19
COc1cccc(-n2c(SCC(N)=O)nc3c([nH]c4ccccc43)c2=O)c1
  37, 12, -14, -14
CC1CC(C)(C)CC2(C1)NC(=S)N(c1ccccc1)N2 (stereo not drawn)
  12, 8, 20, 20
Cn1c(SCC(=O)NCc2cccs2)nnc1-c1ccc(S(=O)(=O)N2CCCC2)cc1
  5, 5, 5, 5
O=C(CSc1nnc(CCCO)n1-c1ccccc1)NCCc1ccccc1
  2, 3, 15, 15
Cc1cc(SCC#N)n2nc(C)c(-c3ccc(Cl)cc3)c2n1
  ., -20, -9, .
CN(C)c1ccc(C(=O)C(O)c2ccc(C(C)(C)C)cc2)cc1 (stereo not drawn)
  -2, -9, -7, -7
CC(C)Sc1nnc([C@H](Cc2c[nH]c3ccccc23)NC(=O)OC(C)(C)C)o1
  ., 6, 20, .
CCN(CC)c1ccc(CN(C(=O)c2cc(OC)c(OC)c(OC)c2)C2CCS(=O)(=O)C2)cc1 (stereo not drawn)
  13, 9, 0, .
O=C(Nc1ccc(Cl)cn1)c1cc(S(=O)(=O)N2CCCCC2)ccc1Cl
  39, -17, 0, .
COc1ccccc1N1CCN(C(=O)c2ccoc2C)CC1
  15, 14, 7, 7
O=C(Nc1nccs1)c1ccc(S(=O)(=O)NCc2cccs2)cc1
  6, 2, -4, -4
Cc1ccccc1OCCn1cnc2c(N)ncnc21
  -1, 7, -37, -37
N#Cc1c(SCc2nc3ccccc3[nH]2)nc2c(c1C(F)(F)F)CCC2
  11, -17, 12, 12
COc1ccc(Nc2ncnc3ccccc23)c(OC)c1
  34, 1, 0, .
O=C(NCCc1ccccc1)c1noc2c1CCCCC2
  4, 14, 4, 4

One compound at a time, as listed above.
O=C(CSc1nnc(CCCO)n1-c1ccccc1)NCCc1ccccc1 is listed with Yeast eIF2B: 2; Yeast tox: 3; Yeast tox inhibition %: 15; Yeast eIF2B mutant toxicity: 15
CN(C)c1ccc(C(=O)C(O)c2ccc(C(C)(C)C)cc2)cc1 (stereo not drawn) is listed with Yeast eIF2B: -2; Yeast tox: -9; Yeast tox inhibition %: -7; Yeast eIF2B mutant toxicity: -7
CC(C)Sc1nnc([C@H](Cc2c[nH]c3ccccc23)NC(=O)OC(C)(C)C)o1 is listed with Yeast eIF2B: .; Yeast tox: 6; Yeast tox inhibition %: 20; Yeast eIF2B mutant toxicity: .
